Compound activity as filed in PubChem.
PI5P4K alpha inh: inhibitors of human PI5P4K alpha; P48426; PI5P4Kalpha enzyme, ADP-Glo luminescence, 60 min; hits give low values; max response, %; 330,000 compounds, 1.2% hits; AID 652105; active means max response of -50% or lower; inconclusive means between -30% and -50%; inactive means -30% or higher; further: value at the top dose of about 77 µM; on the % scale 0 is the no-effect control and ±100 the full control effect
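Controls without substrate or without enzyme flank wells where PI5P4Kalpha converts substrate using 5 microM ATP (final). Incubation lasts 60 minutes at room temperature; ADP formed is read by ADP-Glo luminescence.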
FUS suppressor: suppressors of FUS proteinopathy in yeast. S. cerevisiae FUS-expressing, growth rescue, OD600, 24 h. Potency, µM (doses to about 76.6 µM), inactives show at the highest dose growth rescue (activation), usual class: activators. 390,000 compounds, 0.24% hits;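 further: potency means the concentration at half of the fitted maximal effect; plate controls were DMSO vehicle for no effect and reference control for full effect; nearly all actives have a fitted effect of over 55% in size; some results filed as inactive show a strong effect at the top dose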
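Galactose (2%) drives FUS expression in yeast precultured in raffinose; seeding density OD 0.005. Test compounds incubated 24hr at 30C and 99% humidity before absorbance at 600 nm was measured.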
Abeta yeast res: restores growth of yeast expressing A-beta42 peptide; Potency, µM (doses to about 46.1 µM), for inactives: top-dose growth rescue, actives largely listed as activators; yeast expressing A-beta42, growth rescue, OD600, 48 h; response scale: 0% DMSO, 100% iron-clioquinol control; 410,000 compounds, 0.063% hits; AID 1347071; further: potency means the concentration at half of the fitted maximal effect; nearly all actives have a fitted effect of over 55% in size
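Growth rescue measured by 600 nm absorbance after 48 h yeast culture at 30 C with compound. Values normalized between DMSO and an equimolar ferric chloride plus clioquinol control.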
PLK1 PBD inh: inhibitors of human PLK1 polo-box domain binding; 360,000 compounds, 2.8% hits; Plk1 PBD binding of FITC phosphopeptide, fluorescence polarization; Potency, µM, for inactives: max response, negative = inhibition, usual class: inhibitors; AID 720504; P53350; further: potency means the concentration at half of the fitted maximal effect; series mostly up to about 57 µM; on the % scale 0 is the no-effect control and ±100 the full control effect; nearly all actives have a fitted effect of over 65% in size
aSyn yeast inh: rescues yeast growth from alpha-synuclein toxicity; Yeast expressing alpha-synuclein, growth rescue, BacTiter-Glo, 24 h; Potency, µM (highest dose often 46.1 µM), inactives show at the highest dose growth rescue (activation), usual class: activators; 370,000 compounds, 0.14% hits; AID 652106; further: potency means the concentration at half of the fitted maximal effect; % of control where 0% means no effect; nearly all actives have a fitted effect of over 65% in size
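Rescue of yeast growth: cells expressing toxic alpha-synuclein, induced in galactose at OD600 0.02, incubated with compound 24 h at 30 C. ATP luminescence quantified growth; inhibitors of toxicity appear as activators.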
EPAC1 antagonist: antagonists of human EPAC1; EPAC1 GEF assay, Rap1b-BODIPY-GDP exchange fluorescence; O95398; AID 720709; 360,000 compounds, 0.14% hits; Potency, µM (series often up to 115 µM), without a hit: top-dose activity change, negative = inhibition, hits mostly inhibitors;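 further: potency means the concentration at half of the fitted maximal effect; plate controls were vehicle for no effect and positive control for full effect; nearly all actives have a fitted effect of over 50% in size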
Target sequence (O95398 whole entry, looked up): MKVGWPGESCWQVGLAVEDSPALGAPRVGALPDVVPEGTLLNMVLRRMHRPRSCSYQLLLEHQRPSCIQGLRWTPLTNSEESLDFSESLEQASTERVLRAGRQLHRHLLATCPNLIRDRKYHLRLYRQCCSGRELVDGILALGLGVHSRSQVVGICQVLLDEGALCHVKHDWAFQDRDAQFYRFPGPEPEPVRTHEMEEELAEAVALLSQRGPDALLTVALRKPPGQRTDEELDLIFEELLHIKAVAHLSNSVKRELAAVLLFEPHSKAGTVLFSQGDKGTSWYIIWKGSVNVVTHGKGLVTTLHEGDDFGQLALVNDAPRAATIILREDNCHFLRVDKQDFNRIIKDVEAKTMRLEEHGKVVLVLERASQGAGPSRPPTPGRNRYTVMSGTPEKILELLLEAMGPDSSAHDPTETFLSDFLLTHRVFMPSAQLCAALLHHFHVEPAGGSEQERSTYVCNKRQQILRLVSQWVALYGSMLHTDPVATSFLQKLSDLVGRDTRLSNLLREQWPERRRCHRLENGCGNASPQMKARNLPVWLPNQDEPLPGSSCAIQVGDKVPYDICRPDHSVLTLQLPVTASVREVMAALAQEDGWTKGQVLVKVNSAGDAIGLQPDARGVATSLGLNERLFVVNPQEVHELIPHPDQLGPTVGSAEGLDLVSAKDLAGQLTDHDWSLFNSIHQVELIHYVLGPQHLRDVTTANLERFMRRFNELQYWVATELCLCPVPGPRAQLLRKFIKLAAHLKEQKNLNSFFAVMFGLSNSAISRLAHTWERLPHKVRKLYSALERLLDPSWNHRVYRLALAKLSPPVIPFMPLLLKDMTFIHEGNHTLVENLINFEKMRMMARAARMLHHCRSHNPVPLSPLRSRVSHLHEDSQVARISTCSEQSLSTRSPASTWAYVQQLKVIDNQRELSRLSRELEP
IL2 activator: activates IL-2 in a cell-based reporter assay | 360,000 compounds, 0.065% hits | activation, % (series mostly up to about 46 µM) | IL-2 activation reporter assay, cell-based qHTS; stimulated with anti-CD3/CD4/CD28 beads; in transgenic mouse T cells; in the data active means activation above about 50%; inconclusive means mostly about 30% to 49%; further: 0% is about no effect
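Readout is EGFP and DsRed signal by fluorescent plate cytometry after 18 h at 37 degrees C. Transgenic mouse T cells (750/well) received compound for 60 min before bead stimulation (anti-CD3, anti-CD4, anti-CD28); memory T cells served as non-tolerant control.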
EPAC1 ag: EPAC1 (human) agonism. O95398. 360,000 compounds, 0.073% hits. Potency, µM (top dose mostly 154 µM), without a hit: at the top dose activation, hits mostly activators. AID 720707. EPAC1 agonist qHTS, biochemical assay; response scale: 100% = response to 6.5 mM cAMP; further: potency means the concentration at half of the fitted maximal effect; nearly all actives have a fitted effect of over 60% in size
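Normalized to 6.5 mM cAMP, activity reflects EPAC1-catalysed release of BODIPY-GDP from Rap1B, followed kinetically over 30 min at 480 nm excitation, 540 nm emission. Reaction contained 100 nM EPAC1, 250 nM Rap1B-BODIPY-GDP, 50 uM GDP.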
WRN inhibitor: blocks human WRN helicase; Q14191; WRN helicase unwinding, fluorescent forked duplex, kinetic; AID 651768; 360,000 compounds, 0.46% hits; Potency, µM (series often up to 114 µM), for the others: at the highest dose activity change, negative = inhibition, most hits filed as inhibitors; further: potency means the concentration at half of the fitted maximal effect; on the % scale 0 is the no-effect control and ±100 the full control effect; nearly all actives have a fitted effect of over 55% in size
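WRN at 20 nM final preincubated with compound 15 min at room temperature; reaction started with 100 nM fluorophore/quencher forked duplex oligonucleotide and 2 mM ATP final. Unwinding followed kinetically by red fluorescence (ex 525, em 598 nm).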
* = called active by the depositor; ? = inconclusive; . = not tested or not shown; & = joins results of further samples; [ ] = remark or other dose. Unless noted, the call rests on the fitted dose curve; in most records, active means well fitted curve in the direction sought with a large enough effect; inconclusive means small, poorly fitted or top-dose-only effect, or another doubt; inactive means no such curve, though single readings can be large; an effect the other way counts as inactive or inconclusive.

SMILES	PI5P4K alpha inh	FUS suppressor	Abeta yeast res	PLK1 PBD inh	aSyn yeast inh	EPAC1 antagonist	IL2 activator	EPAC1 ag	WRN inhibitor
CNc1oc(/C=C/c2ccccc2)nc1C#N	8.5	.	7.4%	-3.1%	5.6%	12.6%	-1.6	-8.7%	-1.0%
O=C(CSc1nc(-c2ccccc2)nc2c1CCCC2)N1CCOCC1	1.1	-6.2%	21.2%	-4.1%	-0.9%	0.0%	-0.5	3.2%	0.5%
CC(C)=C1C2CCC1C(C(=O)NCCc1ccccc1)C2C(=O)O (stereo not drawn)	1.1	12.4%	12.7%	-10.3%	1.1%	0.0%	-2.2	1.8%	0.3%
COc1ccc(-n2c3c(c(=O)[nH]c2=O)C(NC(C)=O)(C(F)(F)F)C(=O)N3)cc1 (stereo not drawn)	-7.0	-10.6%&3.5%	-8.9%&-5.6%	2.9%	2.7%	8.1%	-3.1	-2.5%	2.5%
CCN(CC)CCNC(=O)C1CCCCN1S(=O)(=O)c1cccc([N+](=O)[O-])c1 (stereo not drawn)	-11.3	18.1%	11.9%	-7.6%	-5.6%	1.9%	-4.3	6.7%	-29.5%
Cc1cc(-c2cc(-c3ccc(Cl)cc3)on2)nc(NC2CCCC2)n1	23.2	16.9%	10.0%	-10.0%	8.7%	-4.5%	-0.5	8.8%	-2.9%
CCOC(=O)C(Cc1ccccc1)C(=O)NCc1ccccc1 (stereo not drawn)	0.1	2.0%	4.8%	-28.3%	-10.1%	-19.3%	2.7	0.2%	-21.0%
COc1ccc(S(=O)(=O)N(CCCN2CCCC2=O)Cc2cc3cc(C)c(C)cc3[nH]c2=O)cc1	-4.0	3.2%	12.5%	-18.0%	5.2%	2.6%	0.5	-1.4%	5.4%
COc1ccccc1Cc1c(C2CCCCC2)nc2ccc(Br)cn12	-17.2	11.6%	-9.9%	-8.5%	-1.8%	-10.6%	-0.7	6.7%	-19.4%
Cc1nc2ccc(NS(=O)(=O)c3ccc(F)cc3F)cc2s1	-11.5	.	0.5%	3.6%	20.1%	9.1%	-1.4	10.8%	0.7%
CCCC(=O)Nc1nnc(CCOC)s1	-2.0	13.6%	-0.1%	-19.4%	-4.2%	-13.0%	-1.1	4.9%	2.9%
CCOC(=O)c1cnc2c(Cl)c(Cl)ccc2c1N1CCN(C)CC1	-4.4	22.2%	-0.3%	-7.6%	0.3%	3.0%	-2.8	-6.2%	1.4%[57.1 µM]
O=C(NCc1ccc2c(c1)OCO2)Nc1cccc2ccccc12	1.7	-23.6%	-0.8%	-0.9%	1.1%	5.4%	0.0	16.6%	-11.2%
CC1=CC(C)(C)NC(=S)N1CCO	-4.2	11.9%	1.1%	-5.1%	2.0%	6.3%	-0.3	-3.7%	2.3%
CCC(=O)N(CC(=O)Nc1sc(C)c(C)c1C(N)=O)C1CCCCC1	.	-3.0%	29.3%	1.4%	6.1%	-4.0%	0.2	-6.5%	0.7%
COc1ccc(-c2ccc3c(c2)c(Sc2ccccc2)c(-c2cc(OC)cc(OC)c2)n3C)cc1	9.5	-4.9%	-14.4%	-2.8%	-14.0%	9.1%	0.8	-6.0%	4.6%
COc1ccc(OC)c(S(=O)(=O)CC(=O)c2cc3ccc(OC)cc3oc2=O)c1	-7.3	4.9%	-11.1%	-2.8%	-3.5%	3.0%	-0.9	-9.0%	5.1%
CN1CC2(C(=O)c3ccccc3)CN(C)CC(C(=O)c3ccccc3)(C1)C2	.	-0.4%	10.5%	-0.8%	7.9%	-0.8%	-1.0	-1.0%	8.3%
Cc1cc(=O)oc2cc(OCC(=O)Nc3nccs3)ccc12	0.8	-15.2%	.	2.0%	6.1%	-28.7%	0.2	-4.3%	-10.5%
O=C(Nc1ccc2c(c1)OCO2)c1csc([C@H]2C[C@H](O)[C@@H](CO)O2)n1	0.5	-19.8%	-17.5%	-1.4%	-3.2%	-8.9%	0.9	-17.2%	-0.6%
COc1ccc(CC(=O)NNc2ncnc3c2cnn3-c2ccc(C)cc2)cc1	6.4	.	5.8%	-3.6%	0.9%	-0.1%	-0.3	7.3%	-17.6%
CC(=O)c1c(C)[nH]c(C(=O)COC(=O)CN2C(=O)C3CCCCC3C2=O)c1C (stereo not drawn)	-0.5	.	-5.0%	-1.8%	-1.7%	3.8%	-3.5	6.4%	-15.9%
O=C(COc1ccc2c(-c3ccccc3)cc(=O)oc2c1)NC1CCS(=O)(=O)C1 (stereo not drawn)	0.0	-31.6%	-22.1%	-8.0%	-5.7%	-1.4%	0.3	-15.7%	3.5%
CCn1cc(C(=O)O)c(=O)c2cnc(N3CCN(C(=S)Nc4ccccc4Cl)CC3)nc21	-1.9	-57.8%	5.4%	-15.6%	0.3%	-14.2%	-3.9	-21.0%	-5.6%
COC(=O)C1=C[C@@H](C(=O)OC)[C@@H]2C3=C(C(=O)[C@@]2(C)NC(=O)c2ccccc2)[C@H](C)C(C(=O)OC)=C(C(=O)OC)[C@@H]3C1	-1.5	15.1%	8.5%	-3.6%	1.3%	5.1%	-0.1	-2.1%	-1.7%
CCS(=O)(=O)N1N=C(c2cccs2)CC1c1cc2cc(C)ccc2nc1Cl (stereo not drawn)	4.6	?	0.5%	9.3%	6.7%	-2.0%	0.0	0.2%	-3.2%
COc1cc(/C=C/C(=O)OCC(=O)Nc2c(C)n(C)n(-c3ccccc3)c2=O)cc(OC)c1OC	1.9	12.9%	-5.9%	-2.6%	-2.4%	-3.1%	-0.7	-9.0%	-9.1%
CC1(Cc2ccccc2Cl)C(=O)Nc2ccc(OC(F)(F)F)cc21 (stereo not drawn)	0.3	27.9%	-84.5%[inhibitor]	-10.0%	?	?	-0.9	-23.1%	-10.6%
Oc1ccc(C(=S)N2CCCCC2)cc1Cl	.	24.9%	-7.2%	-15.1%	-4.5%	0.0%	-1.6	16.2%	-18.2%
O=C(O)C1Cc2ccccc2CN1C(=O)COc1ccc(Br)cc1 (stereo not drawn)	2.5	18.9%	4.4%	-12.5%	5.9%	22.1%	-1.3	3.8%	-19.4%
COc1ccc2nc(NC(=O)CSc3nc(SC)ns3)sc2c1	-17.9	-3.4%	1.9%	?	1.9%	-16.5%	-0.5	7.1%	-3.1%
Cc1cc(NC(=O)CCSc2ccccc2)ccc1Br	21.0	.	-22.0%	-10.3%	-12.6%	-22.3%	1.2	16.2%	-2.2%
Cc1ccc(NC(=O)CN(C)C(=O)Cc2c[nH]c3ccccc23)cc1	-5.9	.	-15.2%	3.3%	-8.0%	6.7%	-6.2	3.6%	?
CCc1c(C)sc(NC(=O)c2cccs2)c1C(=O)OC(C)C	.	14.5%	6.0%	-2.0%	3.0%	-10.8%	0.3	3.0%	-21.7%
CCc1ccc(N2C(=O)CC(NNc3nc4ccccc4s3)C2=O)cc1 (stereo not drawn)	-8.6	-2.8%	27.9%	-2.9%	4.9%	14.7%	-0.3	5.3%	0.9%
COc1cccc(/C=N/NC(=O)CNC(=O)c2cccnc2)c1O	0.7	17.6%	-1.9%	-0.5%	6.4%	4.4%	0.1	1.1%	1.8%
O=C(Cc1ccccc1)Nc1ccc(NC(=O)c2cccs2)c(Cl)c1	-5.6	.	8.9%	0.3%	-0.7%	3.4%	2.4	-7.5%	2.1%
COc1cc2c(cc1OC)CN(C(=O)/C=C/c1cc(OC)c(OC)c(OC)c1)CC2	9.9	14.0%	-11.3%	2.3%	11.1%	-13.5%	-4.0	-6.6%	0.3%
O=C(NCc1ccc2c(c1)OCO2)C1CCCN1S(=O)(=O)c1ccc(Cl)cc1 (stereo not drawn)	8.0	4.9%	-7.9%	-10.5%	1.2%	-28.0%	0.6	8.5%	-4.2%
COC(=O)N/N=C(\C)c1ccco1	-3.1	-4.1%	-3.3%	-2.3%	-1.7%	-28.6%	-0.6	8.0%	8.2%[57.1 µM]

The closing 3 records of the part before lead into the next:
SMILES	PI5P4K alpha inh	FUS suppressor	Abeta yeast res	PLK1 PBD inh	aSyn yeast inh	EPAC1 antagonist	IL2 activator	EPAC1 ag	WRN inhibitor
COc1cc2c(cc1OC)CN(C(=O)/C=C/c1cc(OC)c(OC)c(OC)c1)CC2	9.9	14.0%	-11.3%	2.3%	11.1%	-13.5%	-4.0	-6.6%	0.3%
O=C(NCc1ccc2c(c1)OCO2)C1CCCN1S(=O)(=O)c1ccc(Cl)cc1 (stereo not drawn)	8.0	4.9%	-7.9%	-10.5%	1.2%	-28.0%	0.6	8.5%	-4.2%
COC(=O)N/N=C(\C)c1ccco1	-3.1	-4.1%	-3.3%	-2.3%	-1.7%	-28.6%	-0.6	8.0%	8.2%[57.1 µM]
Cc1noc(C)c1C(=O)N1CCCC(C(=O)c2ccc(Cl)cc2)C1 (stereo not drawn)	-3.8	-1.8%	-15.7%	2.2%	-3.0%	6.9%	-3.0	-0.2%	1.7%
CCOc1cc(/C=N\NC(=O)OC)ccc1OC(=O)c1ccco1	-2.4	10.9%	-1.2%	4.0%	0.1%	-10.7%	-3.6	-9.5%	0.6%
Cc1cccc(C)c1NC(=O)CN1CCN(CCCC(c2ccc(F)cc2)c2ccc(F)cc2)CC1	1.3	-23.7%	9.0%	-8.4%	7.7%	-1.7%	-0.8	4.2%	4.1%
Cc1nn(Cc2ccccc2Cl)c(C)c1NC(=O)c1cc(-c2ccc(F)cc2)on1	.	12.8%	?	-1.3%	-9.1%	-3.0%	1.6	-4.2%	1.9%
